# Screening data: PubChem, several laboratories
# KCNQ2 inh – KCNQ2 channel blockers in CHO-K1 cells – cell-based, FluxOR thallium flux, B-score, primary screen (AID 2156); O88943; 310,000 tested, 1.1% active; 20 min; stronger effect = lower value; B-score at 10 µM;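 active means fluorescence ratio B-score at most minus 3 library SDs, with starting brightness B-score within 2 library SDs, cut at about -5.5 in these data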
# Kir21 inh – blocks the mouse Kir2.1 inward-rectifier potassium channel; P35561; HEK293-Kir2.1, FluxOR thallium flux fluorescence; stronger effect = lower value; B-score at 10 µM; 310,000 tested, 0.85% active; AID 1672;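 active means fluorescence ratio B-score at or below minus 3 SD of library scores, with starting-brightness B-score within 2 SD, cut at about -4.2 in these data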;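 further: channel flux triggered by added potassium and thallium sulfate stimulus; B-score of peak minus minimum fluorescence over baseline after thallium stimulus; more negative B-score means stronger Kir2.1 block with less thallium influx; some compounds called inactive have numbers as strong as hits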
# Target sequence (P35561 whole entry, looked up): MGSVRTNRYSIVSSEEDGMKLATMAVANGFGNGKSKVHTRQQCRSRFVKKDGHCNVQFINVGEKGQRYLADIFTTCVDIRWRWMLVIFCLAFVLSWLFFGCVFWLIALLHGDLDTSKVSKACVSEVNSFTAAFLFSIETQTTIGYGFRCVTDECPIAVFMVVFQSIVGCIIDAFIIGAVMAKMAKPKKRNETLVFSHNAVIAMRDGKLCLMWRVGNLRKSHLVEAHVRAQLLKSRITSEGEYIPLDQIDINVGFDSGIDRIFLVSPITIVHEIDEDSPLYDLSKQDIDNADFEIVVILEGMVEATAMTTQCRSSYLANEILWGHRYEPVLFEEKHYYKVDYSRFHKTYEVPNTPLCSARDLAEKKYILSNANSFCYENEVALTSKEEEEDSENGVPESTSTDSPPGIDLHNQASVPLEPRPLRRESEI
# STK33 inh – inhibitors of human STK33 kinase; Q9BYT3; 320,000 tested, 0.073% active; inhibition, % at 10 µM; purified STK33, MBP phosphorylation, ADP-Glo luminescence;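 active means inhibition at or above 25%, using the most active replicate where run in duplicate; inactive means inhibition below 25%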
# Target sequence (Q9BYT3 whole entry, looked up): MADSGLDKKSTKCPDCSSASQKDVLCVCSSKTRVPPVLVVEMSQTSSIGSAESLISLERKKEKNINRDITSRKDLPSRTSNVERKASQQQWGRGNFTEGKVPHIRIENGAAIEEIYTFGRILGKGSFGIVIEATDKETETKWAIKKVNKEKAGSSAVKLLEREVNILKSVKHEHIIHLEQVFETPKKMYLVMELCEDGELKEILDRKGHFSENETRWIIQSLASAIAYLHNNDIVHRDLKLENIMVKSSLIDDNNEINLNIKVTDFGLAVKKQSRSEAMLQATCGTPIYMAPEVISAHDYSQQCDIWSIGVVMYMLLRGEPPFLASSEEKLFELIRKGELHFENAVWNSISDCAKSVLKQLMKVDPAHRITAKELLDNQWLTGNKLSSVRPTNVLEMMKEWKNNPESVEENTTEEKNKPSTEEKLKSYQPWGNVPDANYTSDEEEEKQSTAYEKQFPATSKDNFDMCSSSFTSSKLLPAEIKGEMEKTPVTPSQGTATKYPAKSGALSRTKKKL
# Starred values were filed as active, the others as inactive; i = inactive; / = not tested or not shown.
Structure	KCNQ2 inh	Kir21 inh	STK33 inh
CC(C)CC(C(=O)NCC1CCCO1)N(C(=O)Cn1nnc(-c2ccc(F)cc2)n1)c1cccc(C(F)(F)F)c1 (stereo not given)	i	-1.12	0.5
O=C1NC(=O)/C(=C\c2ccc(Oc3ccc([N+](=O)[O-])cn3)cc2)S1	i	-0.24	0.4
COc1ccc(NS(=O)(=O)c2cccc(NC(=O)COc3ccc(OC)cc3)c2)cc1	i	-0.9	0.2
CC(=O)Nc1ccc(Oc2ccc([N+](=O)[O-])cc2Cl)cc1	i	-0.76	-0.1
CCOC(=O)c1cn(Cc2cccc(C)c2)nn1	i	0.96	-0.3
Cc1ccccc1-n1c(SCC(=O)N2CCCCC2)nc(O)cc1=O	i	-1.06	0.4
COC(=O)c1c(-c2ccc(OC)cc2)oc2ccc(-c3ccc(OC)nc3)cc12	i	2.31	-1.1
c1cncc(CNc2cccc(-c3nc4ccccc4[nH]3)c2)c1	i	-1.34	1.2
COC(=O)C1=CN(c2cc(C)cc(C)c2)C=C(C(=O)OC)C1c1cccc(F)c1	i	-1.81	-0.8
CCN(CC)S(=O)(=O)c1ccc(NC(=S)NC(=O)CC(C)C)cc1	i	0.05	-2.2
Cc1cc(OCC(=O)N2CCN(c3ccccc3)CC2)c2c(C)c(C)c(=O)oc2c1	i	-0.36	0.2
CC1(C)Nc2ccccc2N(CCC(=O)N2CCOCC2)C1=O	i	1.28	7.4
O=C(Nc1nnc(S(=O)(=O)N2CCOCC2)s1)c1ccccc1Cl	i	0.77	-1.3
CN(C)CCCN(C(=O)c1ccc(C(=O)c2ccccc2)cc1)c1nc2c(F)cccc2s1	i	-2.47	-1.6
O=C1OC(c2ccc3c(c2)OCO3)=N/C1=C\c1ccc(C(=O)O)cc1	i	-0.01	0.8
CCOC(=O)N1CCN(C(=O)CSCc2ccc(Br)cc2)CC1	i	0.9	-1.3
CN(C)S(=O)(=O)c1cc(C(=O)O)c(NC2CCCCC2)cc1Cl	i	0.41	-2.5
N#Cc1nnn2c1nc(N)c1c(F)cccc12	i	-0.93	-1.6
CN(C)CCNS(=O)(=O)c1ccc(N2CCN(c3ccc(F)cc3)CC2)c([N+](=O)[O-])c1	i	-0.08	0.3
O=C(NCC(c1ccco1)N1CCN(c2ccc(F)cc2)CC1)C(=O)NC1CCCC1 (stereo not given)	i	-0.28	/
O=C(COC(=O)Cn1cnc2ccccc2c1=O)Nc1ccc(Cl)c(C(F)(F)F)c1	i	-0.39	-0.6
Cc1ccc(C(=O)OCC(=O)c2ccc[nH]2)s1	i	0.47	-1.9
CCC(C)(C)C(=O)Nc1ccc(C(N)=O)cc1	i	-1.71	-0.1
O=C(c1cc(COc2cccc(C(F)(F)F)c2)on1)N1CCC(c2ccncc2)CC1	i	-0.58	-0.5
CCCCOc1ccc(OCCCN2CCOCC2)cc1	i	0.14	-1.1
CCOc1ccc(C(=O)N[C@H](C(=O)O)C(C)C)cc1	i	-1.46	-1.2
COCC1CCN(C(=O)C2CCC(=O)N(CCc3cccc(F)c3)C2)CC1 (stereo not given)	i	0.16	-1.3
O=C(c1cccs1)N1CCN(Cc2cccnc2)CC1	i	2.38	-0.9
CC(=O)c1cccc(NC(=O)C2C(c3ccccc3)C2(Cl)Cl)c1 (stereo not given)	i	-0.37	0.1
O=C(Nc1ccc(Cl)cn1)c1cccnc1	i	1.13	1.5
COc1ccccc1CNC(=O)C(=O)c1cn(CC(=O)N2CCCC2)c2ccccc12	i	-0.53	-0.2
Fc1ccc(C2=Nn3c(nnc3-c3n[nH]c4c3CCC4)SC2)cc1	i	-0.69	-0.3

# Three of the compounds above, with each value named:
SMILES: O=C(Nc1ccc(Cl)cn1)c1cccnc1
  KCNQ2 inh = i	Kir21 inh = 1.13	STK33 inh = 1.5

SMILES: CC(=O)c1cccc(NC(=O)C2C(c3ccccc3)C2(Cl)Cl)c1 (stereo not given)
  KCNQ2 inh = i	Kir21 inh = -0.37	STK33 inh = 0.1

SMILES: COCC1CCN(C(=O)C2CCC(=O)N(CCc3cccc(F)c3)C2)CC1 (stereo not given)
  KCNQ2 inh = i	Kir21 inh = 0.16	STK33 inh = -1.3

# (next part)
Structure	KCNQ2 inh	Kir21 inh	STK33 inh
O=C(Nc1ccc([N+](=O)[O-])cc1)Nc1ccc(Cl)cc1F	i	-0.52	-0.8
Clc1cccc(Oc2ncc(CN3CCOCC3)s2)c1	i	-1.03	-0.5
CS(=O)(=O)N(CC(=O)O)c1cccc(Cl)c1	i	-1.53	-0.2
CC(=O)c1ccc(S(=O)(=O)N2CCN(C(C)=O)CC2)cc1	i	-1.44	1.5
Nc1nonc1-n1nnc(C(=O)N/N=C/c2ccc(Br)cc2)c1-c1ccc2c(c1)OCO2	i	0	-2.7
Cc1ccc([N+](=O)[O-])cc1-c1[nH]c(-c2ccc(O)c(O)c2)nc1-c1ccccc1	i	-1.33	0.5
CCCCNC(=O)NCc1cnn(C)c1C	i	-0.05	-1.2
Cc1ccc(Nc2cc(-n3cccn3)ncn2)c(C)c1	i	-0.64	-0.5
Cn1c(=O)c(Oc2ccc(Cl)cc2)c(O)c2ccccc21	i	0.84	0.0
CC(=O)c1cc(C#N)c(Oc2ccc(F)cc2)nc1C	i	1.45	-1.8
O=[N+]([O-])c1cccc(-c2ncc3ccccn23)c1	i	-0.41	0.2
C=CCSc1nc2sc3c(c2c(=O)n1-c1ccccc1)CCN(C)C3	i	-0.24	0.0
O=C(C1CCN(Cc2nc(-c3ccc(Cl)cc3)no2)CC1)N1CCOCC1	i	0.56	-2.7
CC(=O)Nc1cccc(C(=O)/C=C/c2ccc(N(C)C)cc2)c1	i	-0.78	-0.2
OC1CSc2nc3ccccc3n2C1 (stereo not given)	i	-1.18	-2.7
COc1ccc(C(=O)OC(COc2ccccc2)Cn2ccnc2)cc1 (stereo not given)	i	-7.01*	-0.4
O=C(Cn1cnc2c(nnn2Cc2ccccc2)c1=O)NCc1ccccc1Cl	i	1.35	3.6
COc1ccc(O)c(C(=O)/C=C/c2cc3ccccc3o2)c1	i	0.21	-1.0
CCCCC1CC(/C(C)=N/NC(N)=O)OC1=O (stereo not given)	i	0.32	-1.3
CCCCc1cc(=O)oc2cc(C)cc(OCC(=O)NCc3cccnc3)c12	i	-0.04	0.4
CC(C)C(NS(=O)(=O)c1ccc2c3c(cccc13)C(=O)N2)C(=O)O (stereo not given)	i	0.65	1.5
CC1CCC2(CC1)NC(=O)N(CC(=O)Nc1ccc3c(c1)CCC3)C2=O (stereo not given)	i	0.04	1.0
Cc1ccc(NC(=O)C2CCCN(C(=O)NCc3ccccc3)C2)c(C)c1 (stereo not given)	i	-0.77	-3.2
CCOC(=O)C1C(=O)NCC1c1ccccc1 (stereo not given)	i	0.09	-1.7
CC(=O)Nc1cc(C(=O)NCc2ccco2)ccc1Sc1ccc(F)cc1	i	0.29	0.4
O=C(Nc1ccc(Br)cc1)c1cc2ccccn2n1	i	0	-0.6
COc1ccccc1Cn1c(=S)[nH]c2cc(C(=O)NC(C)C)ccc2c1=O	i	0.33	-1.5
Cc1cc(=O)c2cccc(Br)c2[nH]1	i	0.3	2.4
COC(=O)C1=C(C)N(CCc2cc(OC)c(OC)c(OC)c2)C(=O)N[C@H]1c1ccc(Br)cc1	i	1.6	0.2
COc1ccc(Cc2noc(CN3CCCN(Cc4ccc(F)cc4)CC3)n2)cc1OC	i	-3.43	-0.9
COc1ccccc1NC(=O)COC(=O)c1ccc([N+](=O)[O-])s1	i	0.92	-0.6
COc1ccccc1CNC(=O)C(=O)NCC1OCCN1S(=O)(=O)c1ccccc1 (stereo not given)	i	0.64	-0.3
COc1ccc(C2NC(=O)CCC2[N+](=O)[O-])c(OC)c1 (stereo not given)	i	0	-4.2
Cc1ccc(C)c(N2CCN(C(=O)Cn3c(=O)oc4cc(S(=O)(=O)N5CCCC5)ccc43)CC2)c1	i	1.2	-0.6
O=[N+]([O-])c1ccc(N2CCN(c3ccc(F)cc3)CC2)cn1	i	0.68	0.5
CC(=O)N1CCOc2ccc(S(=O)(=O)N(C)c3cccc(C)c3)cc21	i	-2.01	0.4
Cc1nn2c(COc3ccc(NC(=O)c4ccccc4)cc3)nnc2c2ccccc12	i	-0.24	-0.8
CCOc1ccc(/C=N/Nc2cc(N3CCOCC3)nc(C)n2)c(O)c1	i	-0.91	-3.2
Cc1ccc(C(=O)OCC(=O)Nc2ccccc2Cl)c(O)c1	i	1.09	-2.0
COc1ccc(C2NC(C(=O)O)Cc3c2[nH]c2ccccc32)cc1CN1CCN(c2ccc(F)cc2)CC1 (stereo not given)	-5.67*	-0.66	-0.4
N/C(=N\N=C/c1ccc(F)cc1)N/N=C\c1ccc(F)cc1	i	-3.78	1.4
CCN(CC(=O)Nc1ccc2c(c1)OCCO2)C(=O)c1ccc(C)c(S(=O)(=O)N2CCOCC2)c1	i	-0.2	0.2
COCC(C)NC(=O)c1ccc2c(c1)S(=O)(=O)c1ccccc1C2=O (stereo not given)	i	0.13	-1.7
C#CCOc1ccccc1CNc1ccccc1	i	-1.57	-0.3
COc1ccc(NC(=O)c2nc[nH]c2C(=O)N(C)Cc2ccccc2)cc1	i	0.42	-0.5
COc1cccc(/C=C/C(=O)NNC(=O)c2ccncc2)c1	i	-0.48	1.3
Cc1c(O)c(CN2CCCCC2)cc2c3c(c(=O)oc12)CCC3	i	-0.65	2.1
COc1cccc(/C=C(\C#N)c2nc3ccccc3[nH]2)c1OCC(=O)O	i	-0.43	-0.5
CN=C1S/C(=C\c2ccc(O)c(Br)c2)C(=O)N1C	i	0.13	9.7
COc1ccc(OCCC(=O)Nc2ccc(S(N)(=O)=O)cc2)cc1	i	1.01	-2.2
CN(C(=O)COC(=O)C1CCN(S(=O)(=O)c2ccc3c(c2)OCCO3)CC1)C1CCS(=O)(=O)C1 (stereo not given)	i	1.09	-0.5
Cc1ccc(S(=O)(=O)n2nc(C)cc2N)cc1	i	0.01	-1.9
O=S(=O)(Cc1ccccc1)Nc1ccccc1	i	-1.66	-1.1
O=C(O)COc1ccccc1/C=N/NC(=O)c1cccc(S(=O)(=O)N2CCOCC2)c1	i	0.05	-0.4
Cc1cc([N+](=O)[O-])nn1CCCC(=O)Nc1cccc(Cl)c1Cl	i	0.05	0.6
O=C(Cc1cccs1)N(Cc1ccco1)C1(C(=O)NC2CCCCC2)CCCCC1	i	0.05	/

# (more compounds)
Structure	KCNQ2 inh	Kir21 inh	STK33 inh
Cc1ccc(C(=O)N/C(=C\c2cccc([N+](=O)[O-])c2)C(=O)NCc2ccncc2)cc1	i	-0.56	0.0
O=C(/C=C/c1ccc(Cl)cc1Cl)c1cccnc1	i	-4.49*	0.5
Cc1cnc(NC(=O)c2ccccn2)s1	i	-1.39	0.1
N[C@@H](Cc1ccccc1)c1nnc(SCc2ccccc2Cl)o1	i	-0.72	-0.7
O=C(NNC(=O)c1cccs1)c1ccc(S(=O)(=O)N2CCCCC2)cc1	i	-1.25	0.0
O=C(CCC1CCCCC1)NCCS(=O)(=O)N1CCN(c2ccccc2)CC1	i	0.66	-3.1
CCc1cc2c3c(c1)C1(C(=O)N3C(C)(C)C=C2C)C(C#N)=C(N)Oc2[nH]c(=O)[nH]c(=O)c21 (stereo not given)	i	-0.28	-5.8
COC(=O)c1cc(OC)c(OC)cc1NC(=O)Nc1ccccc1F	i	-0.77	1.8
CCOP(=O)(OCC)C(NCc1ccccc1)c1ccc(Br)cc1 (stereo not given)	i	-4.26*	-1.3
CC(=NCCCn1ccnc1)c1c(C)[nH]n(-c2ccc([N+](=O)[O-])cc2)c1=O	i	-0.83	0.2
CC1(C)CC(=O)C(C=NCCN2CCN(C(=S)Nc3cccc(Cl)c3)CC2)=C(O)C1	i	-0.01	-0.8
O=C(CNc1ccc2ccccc2c1)N/N=C/c1ccncc1	i	-0.28	2.3
CCOCC(=O)Nc1nc2c(s1)C(=O)CC(C)(C)C2	i	-1.73	-0.9
CCCc1nnc(NS(=O)(=O)c2ccc(OC)cc2)s1	i	0.34	-0.8
CCOc1ccc2noc3c2c1C(=O)c1ccccc1-3	i	-13.5	0.9
O=C(CSCc1ccccc1)N/N=C/c1ccc(OCC(=O)N2CCCCC2)cc1	i	0.38	-0.9
O=C(NC1CCCC1)C1=COCCO1	i	0.94	-1.5
COC(=O)C1=C(C)NC2=C(C(=O)CC(C)(C)C2)C1c1ccsc1 (stereo not given)	i	1.39	-1.0
CCCCCOC(=O)C(C)c1c(C)[nH]c(=S)[nH]c1=O (stereo not given)	i	-0.25	-3.7
CCC(=O)c1ccc(OC(=O)/C=C/c2cc(OC)c(OC)c(OC)c2)cc1	i	0.17	-1.3
COc1ccc(C)cc1NC(=O)C(C)N1CCOCC1 (stereo not given)	i	1.83	-0.2
Cc1ncc([N+](=O)[O-])n1S(=O)(=O)c1cc(Br)ccc1Br	i	-1.59	0.1
Cc1nnc(NC(=O)C23CC4CC(CC(C4)C2)C3)s1	i	-0.4	-0.6
O=C(CN1C(=O)NC2(CCCC2)C1=O)N1CCc2ccccc2C1	i	-0.36	-0.8

# Random draw from the library (roughly 1.9% active in at least one column).
